HTR1E antagonist: 5-HT1E (human) receptor antagonism. inhibition, % at 6 µM. 65,000 compounds, 0.99% hits. CHO 5-HT1E Ga15 NFAT-bla reporter, FRET, antagonist. AID 571. P28566;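 active means inhibition above a set limit, the mean inhibition across every tested compound plus 3 SD, cut at about 29% in these data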;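 further: signal is the 460 over 535 nm emission ratio of beta-lactamase substrate; 0% = agonist plus DMSO wells and 100% = wells without agonist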
S1P1 ag-PAM: S1P1 (human) agonism or agonism potentiation; P21453; S1P1 CRE-bla cells, forskolin, beta-lactamase FRET, potentiator mode; S1P1 agonist co-added at EC20, 2 nM; 100% = saturating reference agonist, 0% = basal; activation, % at 9.5 µM; 56,000 compounds, 0.57% hits; AID 449;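 active means activation above a cutoff set at the mean activation of all tested compounds plus 3 SD, cut at about 54% in these data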;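 further: forskolin at 4 µM as EC80 and the EC20 agonist is SEW2871; 100% = SEW2871 at its EC100 plus forskolin at EC80; some compounds past the cut are filed as inactive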
Target sequence (P21453 whole entry, looked up): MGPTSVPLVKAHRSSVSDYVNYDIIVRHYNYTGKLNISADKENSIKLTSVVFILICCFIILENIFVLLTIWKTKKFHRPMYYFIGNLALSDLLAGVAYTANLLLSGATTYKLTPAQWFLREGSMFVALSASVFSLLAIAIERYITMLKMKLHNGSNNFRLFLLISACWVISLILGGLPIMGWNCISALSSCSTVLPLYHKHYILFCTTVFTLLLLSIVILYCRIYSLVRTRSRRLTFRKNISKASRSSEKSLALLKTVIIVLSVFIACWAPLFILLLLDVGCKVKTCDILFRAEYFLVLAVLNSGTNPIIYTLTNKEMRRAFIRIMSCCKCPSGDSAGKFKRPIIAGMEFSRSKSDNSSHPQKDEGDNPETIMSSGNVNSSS
5HT1a ag: agonists of human 5-HT1a serotonin receptor; CHO 5-HT1a Ga15 NFAT-bla reporter, FRET ratio; 0% basal, 100% maximal reference agonist; activation, % at 10 µM; 65,000 compounds, 0.56% hits;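 active means activation above the screen-wide mean activation plus 3 SD, cut at about 19% in these data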;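 further: 0% = DMSO wells and 100% = 5-CT at EC100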
M1 agonist: agonists of M1 muscarinic receptor. CHO-M1 cells, Fluo-4 calcium fluorescence, agonist mode; hits give high values. B-score at 10 µM. 64,000 compounds, 3% hits. AID 626;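 active means fluorescence rise, raw or as B-score row- and column-corrected plate score, outside the 99.7% band of its plate's samples, either direction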
M1 antagonist: M1 muscarinic receptor (rat) antagonism; B-score at 10 µM; AID 628; CHO-M1 cells, Fluo-4 calcium, ACh EC80 antagonist mode; hits give low values; P08482; 64,000 compounds, 3.4% hits;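 active means calcium fluorescence response, raw or row-and-column corrected B-score, differing from the plate sample mean either way at a set confidence level, mostly lower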
Target sequence (P08482 whole entry, looked up): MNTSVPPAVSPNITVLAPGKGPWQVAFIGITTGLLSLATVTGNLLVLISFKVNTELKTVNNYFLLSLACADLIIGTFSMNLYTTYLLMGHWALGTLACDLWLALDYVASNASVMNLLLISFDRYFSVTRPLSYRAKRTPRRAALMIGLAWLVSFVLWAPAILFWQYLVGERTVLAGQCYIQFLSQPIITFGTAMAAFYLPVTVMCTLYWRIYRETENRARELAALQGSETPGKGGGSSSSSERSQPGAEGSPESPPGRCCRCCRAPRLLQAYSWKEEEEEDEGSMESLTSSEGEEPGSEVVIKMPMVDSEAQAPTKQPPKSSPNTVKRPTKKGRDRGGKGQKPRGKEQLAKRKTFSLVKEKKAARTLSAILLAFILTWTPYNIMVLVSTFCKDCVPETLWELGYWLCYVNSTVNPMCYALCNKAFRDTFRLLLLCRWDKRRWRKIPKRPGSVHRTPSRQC
Jurkat viability: reduces viability or proliferation of Jurkat cells. 56,000 compounds, 1.2% hits. AID 463. inhibition, % at 4 µM. Jurkat E6.1 viability, ATP luminescence, 48 h;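 active means inhibition above the mean inhibition of all tested compounds plus 3 SD, cut at about 28% in these data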
5-HT1A blocker: blocks the human serotonin 5-HT1a receptor. 62,000 compounds, 0.68% hits. AID 612. CHO 5-HT1a Ga15 NFAT-bla reporter, antagonist mode. P08908. inhibition, % at 10 µM;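 active means inhibition above the mean of all tested compounds plus 3 SD, cut at about 43% in these data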;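 further: receptor stimulated by 5-CT agonist at 100 nM near EC80; beta-lactamase reporter measured by ratiometric fluorescence of a cleavable substrate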
5HT1E ag: activates the human 5-HT1E serotonin receptor. 65,000 compounds, 0.69% hits. activation, % at 6 µM. P28566. CHO 5-HT1E Ga15 NFAT-bla reporter, FRET; 0% DMSO wells, 100% control agonist wells;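 active means activation above a set limit, the screen-wide mean activation plus 3 SD, cut at about 8.5% in these data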;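 further: 100% = positive control agonist at 1 µM giving full maximal response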
S1P3 ag: agonists of human S1P3 receptor; S1P3 NFAT-BLA reporter cells, agonism, FRET ratio; relative to 1 µM S1P, basal subtracted; activation, % at 4.5 µM; 60,000 compounds, 0.1% hits;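 active means activation above the screen-wide mean plus 3 SD, cut at about 4.5% in these data, passing the limit was not always enough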; further: some compounds called inactive have numbers as strong as hits
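Measure – % activation relative to 1 µM S1P (100%), per plate · System – stable CHO line with human S1P3, Gα16, NFAT-BLA reporter · Timing – cells plated overnight, compound 4 h 37 °C, substrate 2 h RT · Technique – fluorescent BLA substrate, ex 405 nm, em 460/535 nm ratio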
The depositor's hits bear a star; nt = no result given.

Fields: HTR1E antagonist	S1P1 ag-PAM	5HT1a ag	M1 agonist	M1 antagonist	Jurkat viability	5-HT1A blocker	5HT1E ag	S1P3 ag
O=C(Nc1ccc(F)cc1F)N1CCCCC1c1cccnc1 (configuration not stated)
→ -12	-8	-2.8	0.86	-0.069	-6	-1	-0.1	-0.4
CC(C)Oc1ccc(N2CC(C(=O)Nc3ccc4c(c3)OCO4)CC2=O)cc1 (configuration not stated)
→ -9	-8	0.1	-0.21	0.12	2	-8	0.7	-0.3
O=C(Cc1c(F)cccc1Cl)N1CCN(C(=O)c2ccco2)CC1
→ 0	0	-1.5	-0.32	nt	-5	-14	0.4	-0.5
CC(NC(N)=O)C12CC3CC(CC(C3)C1)C2 (configuration not stated)
→ 16	4	-0.5	-0.63	0.13	0	14	-1.0	-0.6
Cc1nnc(SCC(=O)NC(C)(C)C)n1CCc1ccccc1
→ -12	-9	-0.6	-0.34	0.054	-2	-8	-0.9	0.1
C#CC(CC)(CC)NC(=O)c1c(C)noc1C
→ 0	-7	-0.6	-0.69	-0.54	-4	10	0.0	-0.5
Cn1cc(S(=O)(=O)CC(=O)Nc2ccc3c(c2)OCCO3)c2ccccc21
→ 9	nt	-0.9	-0.92	-1.3	nt	4	-0.8	nt
O=C(CNC(=O)Cn1ccc2ccccc2c1=O)NCCCN1CCN(c2cccc(Cl)c2)CC1
→ -4	nt	5.0	-0.81	-0.54	nt	8	7.7	nt
COC(=O)C1C(=O)c2c([nH]c(C(=O)OC3CCCC3C)c2C)CC1C (configuration not stated)
→ 7	30	-1.1	-0.77	-1.1	10	9	-0.4	-1.1
COc1ccc(C2C=C(c3ccc(C)cc3)Nc3ncnn32)cc1 (configuration not stated)
→ 21	4	-1.6	33*	-0.44	nt	nt	-0.1	-1.0
CN(C)S(=O)(=O)N1CCC(C(=O)O)(c2ccccc2)CC1
→ -18	-11	-2.6	0.35	0.75	-5	-8	0.1	0.3
CC1(C)Cc2cccc(OCC(=O)N3CCN(S(=O)(=O)c4ccc(F)cc4)CC3)c2O1
→ 8	8	0.3	-1.2	0.39	0	0	-0.2	-0.6
COC(=O)C1CCN(C(=O)COc2cc3sc(C)nc3c3sccc23)CC1
→ 6	-2	-1.1	-0.36	-0.0093	6	28	-0.8	-0.9
CC1CCCCN1S(=O)(=O)c1ccc(NC(=O)c2cccc(-n3cnnn3)c2)cc1 (configuration not stated)
→ 2	-11	-0.1	0.98	-0.03	8	-12	-0.9	-0.4
Cc1cc(Oc2ccccc2)nc(N)n1
→ -16	-14	-2.3	-0.24	-0.16	5	0	0.1	-0.3
CCN1CCCC1CNc1ncnc2c1[nH]c1ccc(F)cc12 (configuration not stated)
→ -8	4	-3.6	0.037	0.21	3	-2	-0.7	-0.9
Cc1[nH]c(=O)[nH]c(=O)c1S(=O)(=O)N1CCOCC1
→ 3	-21	-3.9	-0.089	0.66	-10	5	-1.2	-1.3
COC(=O)CSc1nnc(-c2cccnc2)n1-c1cccc(OC)c1
→ -5	6	0.3	-0.63	0.039	6	-8	0.6	-0.6
COc1ccc(Cl)cc1NC(=O)c1ccoc1C
→ -9	-6	-2.2	0.12	0.19	-6	-5	0.2	-1.4
O=C(OCC(=O)N1CCN(c2ccccc2)CC1)c1ccccn1
→ -1	-25	-2.3	-0.61	0.2	-5	-11	-0.1	0.3
Cc1ccc2[nH]c(=O)c(CN(Cc3cccnc3)Cc3nnnn3CCN3CCOCC3)cc2c1
→ 8	-6	-3.0	nt	nt	4	-5	-1.3	-1.1
COc1ccccc1CNS(=O)(=O)c1ccc2c(c1)oc(=O)n2C
→ -2	12	0.7	-0.72	-0.31	7	-1	0.5	-1.7
Cc1ccc(P(=O)(CC(=O)O)c2ccc(C)cc2)cc1
→ -8	-12	-4.7	0.21	0.6	-6	-24	0.2	0.7
O=C(C1CCCN(S(=O)(=O)c2ccc(F)cc2)C1)N1CCCC1 (configuration not stated)
→ -1	-25	15	0.025	0.65	-3	11	0.2	-1.7
O=C(O)CCC(=O)N1CCN(c2cccc(Cl)c2)CC1
→ 4	10	0.0	-0.67	0.83	2	13	21*	0.2
COc1ccc(C(CNC(=O)c2ccc(OCC3CCCO3)cc2)N2CCOCC2)cc1 (configuration not stated)
→ -7	9	1.5	-0.16	-0.031	-9	2	0.3	0.5
COC(=O)C1=C(C)N(c2ccc(S(N)(=O)=O)cc2)C(=O)C1
→ -3	nt	-2.9	-0.14	0.68	nt	-16	0.7	nt
O=C(OCC(=O)N1CCc2ccccc21)c1cccnc1
→ 9	-2	-1.3	0.027	-0.00066	-1	12	-0.6	-0.8
CC1(C)CC(=O)C2=C(C1)Nc1ncnn1C2c1ccccn1 (configuration not stated)
→ 2	-9	0.4	-0.45	0.42	5	0	0.3	-0.9
Nn1c(Nc2ccccc2)nc2ccccc2c1=O
→ 9	-4	0.1	-0.66	-0.65	-1	2	0.1	-1.3
Cn1c(SC/C=C/c2ccccc2)nnc1-c1cnccn1
→ -3	3	-0.3	-0.59	0.26	-12	-18	0.3	0.5
O=C(CN(C1CCCCC1)S(=O)(=O)c1ccccc1)N1CCCC1
→ -3	nt	-0.3	0.86	0.53	nt	-5	0.2	nt
CCCc1c(C)c2ccc(OCC(C)=O)cc2oc1=O
→ 0	-3	4.7	0.049	-0.58	4	-7	0.1	-0.9
COC(=O)c1ccccc1NC(=O)CN(Cc1ccccc1)S(C)(=O)=O
→ -3	17	0.1	0.12	0.052	-1	4	-0.4	-0.5
Cc1cc(=O)[nH]c(Nc2ccc(C(=O)OC(C)C)cc2)n1
→ 4	0	2.2	-0.74	-0.52	-4	-2	0.7	-0.4
COc1ccc(F)c(C2C(C#N)=C(N)Oc3n[nH]c(C(C)(C)C)c32)c1 (configuration not stated)
→ 5	13	2.1	-0.17	0.28	1	17	-0.3	-1.0
CC(=O)NC(Cc1ccc(F)cc1)C(=O)O (configuration not stated)
→ -3	-12	-1.4	-0.33	-0.26	-9	-5	-0.7	0.1
O=C(NCC(=O)N(c1cnc2ccccc2c1)C(C(=O)NC1CCCC1)c1ccncc1)c1ccco1 (configuration not stated)
→ 1	-6	-5.6	0.58	0.072	9	-13	-1.5	-1.0
O=C(Cc1ccccc1)CC1(O)C(=O)Nc2ccccc21 (configuration not stated)
→ 1	2	-3.9	-0.87	0.88	-6	4	-0.8	-0.4
CCN1CCN(CC(=O)Nc2ccc3c(c2)OCCO3)C(=O)C1=O
→ 2	-8	4.9	-0.037	1	3	7	0.7	-0.8
O=C(CSc1ccc2nnc(-c3ccccn3)n2n1)N1CCOCC1
→ -8	11	0.4	0.93	-0.75	-5	2	0.4	-0.6
Cc1cccc(NCc2nc(-c3ccccc3)no2)c1
→ 12	-16	-1.7	0.14	0.85	4	-12	0.9	0.2
COc1ccccc1Cn1c2nc3ccccc3nc2c2c(=O)n(CC(C)C)cnc21
→ 2	0	0.4	-0.01	0.78	nt	nt	-0.4	-3.4
Cc1ccccc1OCC(=O)N(Cc1ccc(N(C)C)cc1)C1CCS(=O)(=O)C1 (configuration not stated)
→ -2	-9	1.0	1.6	1.1	-1	4	1.1	-0.3
Cc1ccccc1OCC(O)Cn1c(=N)n(CCN2CCOCC2)c2ccccc21 (configuration not stated)
→ 2	nt	0.9	-0.52	-0.49	nt	30	-0.3	nt
COc1ccc(-c2c(C)n([O-])c3c([n+]2=O)CCC3)cc1OC
→ -11	-16	-3.3	-0.022	0.51	-4	-12	0.4	-0.4
COc1ccc(NC(=O)c2oc3ccccc3c2NC(=O)c2ccco2)c(OC)c1
→ 17	-14	6.3	0.053	-0.0028	-5	4	0.4	-1.2
CC(=O)NC(C)(C)C1CC=C(C)/C(=N\O)C1 (configuration not stated)
→ 7	-11	-2.7	0.095	1.6	-5	-5	0.5	14
COc1ccc(S(=O)(=O)N2CCC(C(=O)Nc3cccc(Cl)c3)CC2)cc1OC
→ 0	24	-1.7	-0.77	0.32	8	14	-0.7	-1.5
COc1ccc(CNc2oc(-c3ccccc3)nc2C#N)cc1
→ 4	-4	7.1	-1.7	0.83	2	19	0.7	0.4
COc1ccc(S(=O)(=O)N2CCN(C(=O)c3cccs3)CC2)cc1OC
→ 1	16	1.5	-1.5	0.74	-4	4	0.3	0.0
Cc1ccccc1S(=O)(=O)NC1OC(=O)C(Cl)=C1Cl (configuration not stated)
→ 8	4	-3.9	0.037	-0.39	4	26	0.4	-1.2
COc1cccc(CN2CCN(C(=O)CC(C)C)CC2)c1
→ 6	-9	-1.2	-0.043	0.34	8	-4	-0.5	-1.6
Cc1nc2nc(COc3ccccc3)[nH]n2c(=O)c1C
→ -8	-9	2.8	0.34	0.21	-6	9	-0.1	-0.9
CC1CCCC(C)N1C(=O)CSc1nnc(-c2c[nH]c3ccccc23)o1 (configuration not stated)
→ -26	18	0.6	0.43	0.017	0	-27	1.6	0.8
CN(C(=O)CN1C(=O)c2ccccc2S1(=O)=O)c1ccccc1C(=O)O
→ -1	nt	-1.4	-0.78	1.6	0	5	-0.1	0.3
COc1ccc(-c2nc(CSCC(=O)N3CCN(C4CCCCC4)CC3)c(C)o2)cc1OC
→ 8	-14	-1.4	-1.1	-0.89	3	0	0.3	-0.9
O=C(OCCN=C1NS(=O)(=O)c2ccccc21)c1cccnc1
→ -8	-7	-3.8	-0.88	-0.00096	-7	-6	0.9	-0.6
O=C(NC1c2ccccc2-c2ccccc21)N1CCOCC1
→ 1	-17	-1.3	nt	nt	-6	5	-0.2	-1.3
CC(=O)NC1C(=O)N=C(SCC(=O)NC2CCCCC2)NC1=O (configuration not stated)
→ -1	-24	-1.7	0.41	0.095	-4	9	0.7	-0.6

The list goes on.
Fields: HTR1E antagonist	S1P1 ag-PAM	5HT1a ag	M1 agonist	M1 antagonist	Jurkat viability	5-HT1A blocker	5HT1E ag	S1P3 ag
CCOC(=O)c1ccccc1NC(=O)Cn1cnc2c(oc3ccccc32)c1=O
→ 1	nt	-1.8	0.68	0.62	nt	12	1.1	nt
COc1ccc(NC(=O)CN2CCC3(O)CCCCC3C2c2cc(OC)ccc2OC)cc1 (configuration not stated)
→ 11	-3	-2.0	0.95	-0.57	-2	13	-2.9	0.0
CC(C)=CCSc1nnc(CCNC(=O)OC(C)(C)C)o1
→ -6	2	0.0	0.21	0.05	1	3	-1.4	-0.7
C1CCC2(CC1)OCC1(CO2)COC2(CCCCC2)OC1
→ 5	8	0.9	0.43	-2.2	-3	9	0.2	-0.4
CCC(c1nnnn1Cc1ccc2c(c1)OCO2)N1CCN(c2ccc(F)cc2)CC1 (configuration not stated)
→ 8	-7	-2.0	-0.96	0.015	7	44*	-1.1	-1.5

2 entries drawn at random from those above:
Fields: HTR1E antagonist	S1P1 ag-PAM	5HT1a ag	M1 agonist	M1 antagonist	Jurkat viability	5-HT1A blocker	5HT1E ag	S1P3 ag
C1CCC2(CC1)OCC1(CO2)COC2(CCCCC2)OC1
→ 5	8	0.9	0.43	-2.2	-3	9	0.2	-0.4
CC(C)=CCSc1nnc(CCNC(=O)OC(C)(C)C)o1
→ -6	2	0.0	0.21	0.05	1	3	-1.4	-0.7

Bioassay records deposited in PubChem BioAssay by several laboratories.
